Screens: PubChem BioAssay, several laboratories
NCOA1 inh = inhibits human SRC1 coactivator. HEK293 GAL4-SRC1 luciferase reporter, luminescence. 0.12% of 360,000 active. inhibition, % at 3.6 µM. AID 588354. Q15788;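 active = inhibition above the campaign mean plus 3 SD, with each screening campaign given its own cutoff, cut at about 60% in these data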;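 note: 0% = DMSO treated cells and 100% = gossypol at 36 µM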
Target sequence (Q15788 whole entry, looked up, the tested form may be a part): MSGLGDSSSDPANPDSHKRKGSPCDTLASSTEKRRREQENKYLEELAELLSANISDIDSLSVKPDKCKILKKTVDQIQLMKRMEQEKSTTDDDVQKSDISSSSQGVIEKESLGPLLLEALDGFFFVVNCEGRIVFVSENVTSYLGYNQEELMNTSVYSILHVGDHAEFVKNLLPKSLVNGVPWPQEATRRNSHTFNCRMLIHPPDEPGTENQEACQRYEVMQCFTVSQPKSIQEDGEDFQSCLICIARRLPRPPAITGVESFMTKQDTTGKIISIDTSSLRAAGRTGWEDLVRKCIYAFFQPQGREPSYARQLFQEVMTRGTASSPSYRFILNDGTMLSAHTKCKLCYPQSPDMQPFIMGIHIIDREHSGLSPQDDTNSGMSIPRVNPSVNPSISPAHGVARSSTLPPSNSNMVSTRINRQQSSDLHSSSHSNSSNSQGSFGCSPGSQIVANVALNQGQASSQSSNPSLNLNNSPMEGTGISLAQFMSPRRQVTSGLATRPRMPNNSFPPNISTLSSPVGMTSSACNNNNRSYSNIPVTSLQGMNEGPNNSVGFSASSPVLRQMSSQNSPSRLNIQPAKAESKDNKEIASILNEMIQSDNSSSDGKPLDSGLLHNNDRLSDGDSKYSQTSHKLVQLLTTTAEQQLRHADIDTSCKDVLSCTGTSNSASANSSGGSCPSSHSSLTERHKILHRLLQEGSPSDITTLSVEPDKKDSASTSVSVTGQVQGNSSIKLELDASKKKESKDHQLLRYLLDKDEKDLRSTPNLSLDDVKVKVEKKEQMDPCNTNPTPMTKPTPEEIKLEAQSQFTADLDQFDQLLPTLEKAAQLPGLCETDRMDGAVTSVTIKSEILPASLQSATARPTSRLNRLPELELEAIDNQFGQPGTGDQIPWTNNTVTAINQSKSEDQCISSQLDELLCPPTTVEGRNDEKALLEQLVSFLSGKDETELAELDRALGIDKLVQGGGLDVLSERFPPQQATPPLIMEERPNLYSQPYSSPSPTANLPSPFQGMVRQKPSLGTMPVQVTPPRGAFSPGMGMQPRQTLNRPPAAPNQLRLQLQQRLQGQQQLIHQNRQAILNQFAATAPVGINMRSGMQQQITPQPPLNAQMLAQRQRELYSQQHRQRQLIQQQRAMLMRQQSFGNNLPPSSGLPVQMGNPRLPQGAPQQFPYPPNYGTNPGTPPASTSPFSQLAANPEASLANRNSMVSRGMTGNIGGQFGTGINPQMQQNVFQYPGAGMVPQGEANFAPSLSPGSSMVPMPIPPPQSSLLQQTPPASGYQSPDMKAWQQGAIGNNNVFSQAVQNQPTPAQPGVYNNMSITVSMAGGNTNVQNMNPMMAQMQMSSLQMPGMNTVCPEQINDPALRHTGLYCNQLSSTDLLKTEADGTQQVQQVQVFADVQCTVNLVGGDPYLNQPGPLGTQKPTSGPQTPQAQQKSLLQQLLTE
EBV LMP1 NFkB = reduces LMP1-driven NF-kappaB luciferase signal. AID 504558. inhibition, % at 12.5 µM. LMP1-induced NF-kappaB luciferase reporter cells, luminescence. 0.69% of 350,000 active; in the data active = inhibition above about 41%; inconclusive = no clear call, values can overlap the other calls;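 note: 0% = neutral control wells and 100% = reference inhibitor control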
TLR9-MyD88 block = blocks human TLR9 binding to MyD88. Q9NR96+Q99836. CHO BLA complementation TLR9-MyD88, CCF4 FRET ratio. inhibition, % at 4.98 µM. 0.21% of 340,000 active;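 active = inhibition above the mean over all tested compounds plus 3 SD, cut at about 21% in these data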;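 note: 0% = DMSO only wells and 100% = clavulanate BLA inhibitor control wells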
TRAIL sens C8 = caspase-8 TRAIL sensitization; 1% of 360,000 active; NB7+C8 cells + TRAIL, ATPlite viability luminescence; inhibition (viability loss, TRAIL sensitization), % at 10 µM;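 active = compounds causing at least 50% loss of cell viability in the single-dose screen, relative to plate controls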
Vif inh = inhibitors of HIV Vif; 0.35% of 340,000 active; HEK293T cells, Vif self-association by quenched fluorescence, imaging, 24 h; AID 602346; inhibition, % at 7.49 µM; in the data active = inhibition above about 50%, passing the limit was not always enough; inconclusive = no clear call, values can overlap the other calls; inactive = below about 31%; note: some results filed as inactive read as strong as hits
NR2F2 inh = inhibitors of human COUP-TFII (NR2F2); P24468; HEK293T NGFI-A luciferase reporter, luminescence; inhibition, % at 8.6 µM; 0.7% of 370,000 active; AID 686940;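 active = inhibition above a per-plate cutoff, mean inhibition of test wells between control levels plus 3 SD, cut at about 38% in these data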;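 note: cells cotransfected with COUP-TFII expression vector driving the NGFI-A reporter; 0% = median of COUP-TF2 test wells and 100% = reporter-only cells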
TROY NFkB inh = inhibitors of TROY-dependent NF-kB signaling; Q293 LMP1-TROYcd NF-kB luciferase reporter, 4 h; inhibition, % at 10 µM; 0.98% of 360,000 active; AID 1347056;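 active = compounds whose plate-normalised and pattern-corrected inhibition of the luciferase reporter signal at the single screening dose is 50% or more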
SRC2 inh = inhibits human steroid receptor coactivator 2 | inhibition, % at 9 µM | 0.17% of 370,000 active | HEK293 GAL4-SRC2 luciferase reporter, luminescence;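 active = inhibition above the mean inhibition of all tested compounds plus 3 SD, set per campaign, cut at about 52% in these data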;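 note: 0% = DMSO treated cells and 100% = cells given Gossypol at 36 µM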
NCOA3 inh = human NCOA3 inhibition; AID 588352; HEK293 GAL4-SRC3 luciferase reporter, luminescence; inhibition, % at 3.6 µM; 0.17% of 360,000 active; Q9Y6Q9;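 active = inhibition above a per-campaign cutoff, the mean of all compounds plus 3 SD, cut at about 60% in these data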;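 note: 0% = DMSO-treated cells and 100% = gossypol-treated cells at 36 µM; higher means less SRC3-driven luciferase light from the GAL4 reporter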
NOD2-RIPK2 inh = NOD2-RIPK2 protein interaction inhibition; O43353; CHO BLA complementation NOD2-RIPK2, CCF4 ratio; inhibition, % at 4.98 µM; 0.38% of 360,000 active; in the data active = inhibition above about 21%;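 note: 0% = vehicle only and 100% = reference blocker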
LRH-1 inv ag = inverse agonists of human LRH-1 (NR5A2). O00482. HEK293T StAR-luciferase reporter, LRH-1 transfected, 24 h. inhibition, % at 3.6 µM. 0.13% of 360,000 active. AID 602396;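 active = inhibition above the mean inhibition of all tested compounds plus 3 SD, cut at about 73% in these data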;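 note: 0% = DMSO wells and 100% = reporter-only cells lacking LRH-1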
* hit, by the source's call; ? = inconclusive; . = not tested or not shown. Not all compounds are listed; rates above refer to the full screens.

SMILES	NCOA1 inh	EBV LMP1 NFkB	TLR9-MyD88 block	TRAIL sens C8	Vif inh	NR2F2 inh	TROY NFkB inh	SRC2 inh	NCOA3 inh	NOD2-RIPK2 inh	LRH-1 inv ag
O=C(CCl)Nc1c2c(nn1-c1ccccc1)CSC2	-82	-8	3	-11	5	3	-14	7	-20	-3	-7
Cc1n[nH]c(=O)c2c(NC(=O)COC(=O)c3cc(F)cc(F)c3)oc(C)c12	3	-6	-8	-31	28	-2	-3	-22	18	-17	7
N#Cc1cccc(NC(=O)N2CCC(c3nc4c(nnn4Cc4cccc(Cl)c4)c(=O)[nH]3)CC2)c1	-1	-4	0	0	6	7	-6	4	4	5	-4
COc1ccc(C(=O)NCCCn2cccn2)cc1OC1CCN(C(C)=O)CC1	-9	-4	4	-4	-2	-9	-6	-10	9	2	9
Cc1ccc(N=C2NC(=O)/C(=C/c3cccs3)S2)cc1C	-22	-5	-7	15	-16	-14	-39	-35	-11	-4	2
CCOC(=O)C1=C(c2ccccc2)N=C2SCC(=O)N2C1c1ccc(OC)c(OC)c1 (stereo not drawn)	-5	6	-7	5	-11	-10	0	-25	6	3	-2
Fc1ccc(OCc2nc(-c3ccncc3)n[nH]2)cc1	0	1	-1	5	-1	-9	-25	-18	6	4	2
O=Cc1ccc(-c2ccc(C(=O)O)cc2)o1	14	-2	-1	3	4	-30	-3	15	2	-1	-9
COCCNC(=O)c1ccc(N2CCCCC2)c(NS(=O)(=O)c2ccc(C)cc2)c1	-6	0	0	8	-6	-1	-32	-17	0	0	-22
Cc1ccccc1C(=O)Nc1ccccc1C(=O)NC1CC1	7	-5	-6	7	6	22	8	-12	-18	-15	0
COc1cc(C(=O)Nc2ccc(Cl)c(C(F)(F)F)c2)cc(OC)c1OC	2	2	13	6	11	-7	-3	7	0	5	13
N#C/C(=C\c1cc2ccccc2nc1N1CCOCC1)C(=O)Nc1ccc(N2CCOCC2)cc1	-51	17	-3	5	-4	7	58*	2	11	-2	-10

Limited to NCOA1 inh, for 2 of the compounds above:
canonical_smiles	NCOA1 inh
Fc1ccc(OCc2nc(-c3ccncc3)n[nH]2)cc1	0
N#Cc1cccc(NC(=O)N2CCC(c3nc4c(nnn4Cc4cccc(Cl)c4)c(=O)[nH]3)CC2)c1	-1

New compounds follow.
SMILES	NCOA1 inh	EBV LMP1 NFkB	TLR9-MyD88 block	TRAIL sens C8	Vif inh	NR2F2 inh	TROY NFkB inh	SRC2 inh	NCOA3 inh	NOD2-RIPK2 inh	LRH-1 inv ag
CN(C)CCNC(=S)Nc1cccc(Cl)c1	-41	2	8	-8	16	-6	6	-47	7	-5	7
Cc1ccc2cc(C(c3nnnn3Cc3ccccc3)N3CCc4ccccc43)c(=O)[nH]c2c1C (stereo not drawn)	3	-4	-8	5	-2	0	2	-5	4	-3	12
O=C(NCCN1CCOCC1)c1ccc(CSc2nc3ccncc3n2Cc2ccc(F)cc2)cc1	10	9	-2	-3	-3	-23	3	4	-6	-2	9
CC(=O)Nc1cc2c(cc1NC(=O)Cn1nc(-c3ccccc3)ccc1=O)OCCO2	7	1	-3	-7	9	5	1	-18	-5	-2	-25
Cc1ccc(C)c(CSc2nnc(-c3ccccn3)n2N)c1	1	7	-4	6	2	-7	-33	4	19	-3	-2
CCn1c(C)csc1=NC(=O)c1ccccc1O	-44	-27	-2	14	0	-23	-60	-35	-73	-3	-79
Cc1ccc(-c2nc(NC(=O)c3cc(C(C)(C)C)nn3C)sc2C)cc1Cl	10	-2	0	29	-8	5	26	-1	21	-3	20
CN(CCNC(=O)CCNC(=O)Cn1ccc2ccccc2c1=O)Cc1ccccc1	9	-6	-2	-20	-7	6	4	-10	9	-6	-1
CCCCCCSC1=C(C#N)C(=O)NC2(CCCCC2)S1	-22	-7	-1	3	-2	-12	-82	-6	-15	-1	-20
O=C(c1cccc(C(F)(F)F)c1)C1CCCN(C(=O)C2CCOCC2)C1 (stereo not drawn)	0	-3	1	1	5	-9	-13	5	17	-8	0
CCOC(=O)C1CN(S(=O)(=O)c2cc(OC)ccc2OC)C1	9	10	3	-18	2	-16	3	-16	-2	-2	-5
COCCSc1nnc(NS(=O)(=O)Cc2ccccc2)s1	-10	-9	-3	8	6	0	-32	9	-27	-8	-9
Cc1ccc2oc(C(=O)Nc3nonc3C)c(C)c2c1	-51	-19	-2	8	-5	-34	-28	-37	-69	3	-52
O=C(CCSc1ccc(Cl)cc1)N1CCCCCC1	-70	-28	-9	-6	-7	-21	-51	-12	-55	-8	-78
COc1ccc(NC(=O)c2cccc(N3C(=O)C4C5C=CC(C6CC56)C4C3=O)c2)cc1 (stereo not drawn)	10	12	1	6	-1	19	13	-4	-6	9	9
CCOC(=O)C1=C(C)NC(C)=C(C(=O)OCC)C1c1cc(N)ccc1OC(F)F	-9	2	-6	-9	-1	11	-4	15	-8	0	6
COc1cc(/C=N/NC(=O)c2ccc(=O)[nH]n2)ccc1O	-15	11	6	10	2	-12	-12	6	-2	4	21
CCOC1=C2[C@@H](CN(S(=O)(=O)c3ccc(C)cc3)[C@H]2c2ccccc2F)[C@H]2C(=O)N(C3CCCCC3)C(=O)[C@H]2C1	-7	.	.	-8	.	-12	6	-10	1	-7	-20
O=S(=O)(Nc1cccc(F)c1)c1ccc(S(=O)(=O)N2CCOCC2)cc1	-2	-7	15	4	-3	0	-15	1	-3	-18	12
COc1ccc(-n2ncc3c2CC(C)(C)CC3NC(=O)CSc2ccccn2)cc1 (stereo not drawn)	0	.	11	5	1	-6	6	-7	7	-7	-3
CC(C)C(N)c1csc(Nc2ccccn2)n1 (stereo not drawn)	22	.	.	-15	-10	-7	-1	-13	-3	-1	0
CC(C)(C)c1cc(NC(=O)CSc2nnc(NCc3ccccc3)s2)n(-c2ccccc2)n1	4	7	8	6	-6	22	-3	29	11	3	11
CCOc1ccccc1OCC(=O)OCC(=O)c1c(C)[nH]c2ccccc12	3	-4	5	-7	-11	12	-8	10	4	-5	17
O=C(COc1ccccc1)Nn1c(-c2ccccc2)nc2ccccc2c1=O	-5	-6	0	5	-7	10	-17	-1	-7	-6	-7
CC(C)(C)c1ccc(C(=O)NCc2nnc(SCC(=O)N3CCCc4ccccc43)n2-c2ccccc2)cc1	-4	4	-2	-2	3	8	0	-18	2	-8	-7
Cc1ccc(CNC(=O)CN(c2cccc([N+](=O)[O-])c2)S(=O)(=O)c2ccccc2)cc1	-8	-7	-1	-10	-1	28	16	18	5	-8	3
CCOc1ccc(C(=O)Nc2ccc3c(c2)C(=O)NC3=O)cc1	16	1	0	-5	5	2	-4	-14	-13	-14	-10
CCOC(=O)C1CCCN(C(=O)c2cc3c(C)nc4ccccc4c3o2)C1 (stereo not drawn)	4	6	-9	2	8	6	17	26	14	5	3
COc1cccc(OC)c1C(=O)Nc1ccc(NC(=O)c2ccco2)cc1	-5	2	7	-14	25	14	-13	9	-3	2	2
Cc1ccc(-c2cnc(NC(=O)CCC(=O)N(C)Cc3ccccc3)n2C)cc1	-20	-1	-5	-7	10	-3	-8	-6	-1	-2	-5
CCOC(=O)C1CCN(S(=O)(=O)c2ccc(CNC(=O)c3ccccc3)s2)CC1	8	-7	-6	4	5	23	-11	-1	-19	-6	4
CC(NC(=O)/C(=C/c1ccc2c(c1)OCO2)NC(=O)c1cccc([N+](=O)[O-])c1)C(=O)O (stereo not drawn)	24	7	2	-11	?	22	-19	-6	6	-2	-3
CCOC(=O)CN(c1cc([N+](=O)[O-])ccc1OC)S(C)(=O)=O	-14	-10	0	0	0	1	9	-5	-18	5	-8
O=C(Nc1ccc(F)c(F)c1)C1CCN(S(=O)(=O)c2cccs2)CC1	-2	1	-2	-22	-9	2	-13	27	9	-6	3
COCC(C)NC(=O)CCSc1nc(-c2ccc(OC)cc2)cc(C(F)(F)F)n1 (stereo not drawn)	-10	-8	-1	-10	-2	4	-20	0	12	8	2
Cc1nc(-c2ccccn2)sc1C(=O)O	-19	-17	-13	1	-3	4	4	-17	1	-8	-17
c1csc(CNc2nc(NCC3CCCCC3)c3sccc3n2)c1	-12	.	.	15	-36	18	49	-13	2	-8	20
O=C(C1=C[C@H](C2CC2)C[C@H](OCCCCO)O1)N1CCOCC1	4	-4	1	0	0	-7	-1	-4	0	-3	9
CCNC(=O)C1(C)CCCN(Cc2cccc3ccccc23)C1 (stereo not drawn)	11	.	.	6	-10	15	2	6	6	1	-6
O=C(Nc1cccc(NC(=O)c2cccs2)c1)c1cccnc1	-37	4	-1	-1	-10	3	3	-9	-8	-8	-2
O=C(C1CCCN(c2ncnc3c2nc2n3CCCCC2)C1)N1CCN(c2ccc(F)cc2)CC1 (stereo not drawn)	13	3	-1	-9	-15	-2	3	33	-8	17	9
Cc1ccn2c(=O)nc(SCC(=O)N3CCCCCC3)nc2c1	-74	-1	0	12	-7	6	-22	-11	11	8	2
CCN(/C(N)=N/c1nc(C)cc(C)n1)c1ccccc1	1	-1	6	10	-5	-16	5	-22	-14	3	-27
Nc1[nH]c(=S)[nH]c(=O)c1-c1ccccc1	-18	-5	-3	1	1	14	5	-5	0	-5	-3
Cc1cc(Br)ccc1NC(=O)CN(C)C(=O)C1CSC2(C)CCC(=O)N12 (stereo not drawn)	-4	-3	-2	0	-8	-3	-5	0	-1	2	11
O=C(CCSCCC(=O)NCCN1CCOCC1)NCCN1CCOCC1	-16	-1	-2	-18	11	-19	10	1	-15	-2	-1
COc1ccc(C2CC(=O)C(C=NCCO)=C(O)C2)cc1 (stereo not drawn)	17	0	-1	0	6	-1	-1	-12	4	2	-5
C=CCNC(=S)N1CCN(c2ncc3c(=O)c(C(=O)O)cn(CC)c3n2)CC1	2	-9	4	-17	24	2	8	-1	10	-1	2
Cc1nc(N)sc1-c1csc(Nc2ccccc2)n1	-43	-42	-3	-8	2	-34	-24	-28	-18	6	-6
O=C(CCCc1ccccc1)Nc1nncs1	5	2	0	-17	0	9	20	-21	10	-8	10
Nc1ccc(Nc2nc(-c3cccs3)cs2)cc1	-66	-35	-6	-2	-3	0	2	-29	-56	3	-5
COCCCNC(=S)NNC(=O)c1cc(Cl)c(O)c(Cl)c1	10	4	13	-3	-4	13	11	8	17	2	13
CSc1nc(N(C)CCO)c2sc3nc(-c4ccco4)c4c(c3c2n1)CCC4	1	2	-4	-2	-3	.	-1	.	9	-7	-27
COC(=O)[C@@H](Cc1ccccc1)NC(=O)[C@H]1O[C@@H](n2cnc3c(N)ncnc32)[C@H](O)[C@@H]1O	-9	.	.	-21	.	-11	-2	23	15	-12	-3
NC1=NC(c2ccc(Cl)cc2)N(c2ccc(S(N)(=O)=O)cc2)C(N)=N1 (stereo not drawn)	8	2	2	-10	-7	10	-1	-7	-14	2	6
Cc1ccc(S(=O)(=O)NC(=O)N(CCC#N)Cc2ccccc2)cc1	-3	-2	2	0	1	-3	-5	-8	14	-16	3
Cn1c(SCC(=O)NC2CCS(=O)(=O)C2)nc2ccccc21 (stereo not drawn)	11	-2	-8	0	-6	-8	7	-12	-1	-7	22
Cc1cc(OCC(F)(F)C(F)(F)C(F)(F)C(F)(F)C(F)(F)C(F)F)nc(N)n1	6	-11	2	8	-13	17	6	-8	23	-8	4
